Cav32 inh: inhibitors of human Cav3.2 T-type calcium channel. O95180. Cav3.2-expressing cells, Fluo-4 calcium fluorescence FDSS; active compounds read low. B-score at 10 µM. 100,000 compounds, 4% hits. AID 449739;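 active = single-dose well whose peak fluorescence ratio is a statistical outlier from its plate by either plate-standardised score or position-corrected B-score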
Target sequence (O95180 whole entry, looked up): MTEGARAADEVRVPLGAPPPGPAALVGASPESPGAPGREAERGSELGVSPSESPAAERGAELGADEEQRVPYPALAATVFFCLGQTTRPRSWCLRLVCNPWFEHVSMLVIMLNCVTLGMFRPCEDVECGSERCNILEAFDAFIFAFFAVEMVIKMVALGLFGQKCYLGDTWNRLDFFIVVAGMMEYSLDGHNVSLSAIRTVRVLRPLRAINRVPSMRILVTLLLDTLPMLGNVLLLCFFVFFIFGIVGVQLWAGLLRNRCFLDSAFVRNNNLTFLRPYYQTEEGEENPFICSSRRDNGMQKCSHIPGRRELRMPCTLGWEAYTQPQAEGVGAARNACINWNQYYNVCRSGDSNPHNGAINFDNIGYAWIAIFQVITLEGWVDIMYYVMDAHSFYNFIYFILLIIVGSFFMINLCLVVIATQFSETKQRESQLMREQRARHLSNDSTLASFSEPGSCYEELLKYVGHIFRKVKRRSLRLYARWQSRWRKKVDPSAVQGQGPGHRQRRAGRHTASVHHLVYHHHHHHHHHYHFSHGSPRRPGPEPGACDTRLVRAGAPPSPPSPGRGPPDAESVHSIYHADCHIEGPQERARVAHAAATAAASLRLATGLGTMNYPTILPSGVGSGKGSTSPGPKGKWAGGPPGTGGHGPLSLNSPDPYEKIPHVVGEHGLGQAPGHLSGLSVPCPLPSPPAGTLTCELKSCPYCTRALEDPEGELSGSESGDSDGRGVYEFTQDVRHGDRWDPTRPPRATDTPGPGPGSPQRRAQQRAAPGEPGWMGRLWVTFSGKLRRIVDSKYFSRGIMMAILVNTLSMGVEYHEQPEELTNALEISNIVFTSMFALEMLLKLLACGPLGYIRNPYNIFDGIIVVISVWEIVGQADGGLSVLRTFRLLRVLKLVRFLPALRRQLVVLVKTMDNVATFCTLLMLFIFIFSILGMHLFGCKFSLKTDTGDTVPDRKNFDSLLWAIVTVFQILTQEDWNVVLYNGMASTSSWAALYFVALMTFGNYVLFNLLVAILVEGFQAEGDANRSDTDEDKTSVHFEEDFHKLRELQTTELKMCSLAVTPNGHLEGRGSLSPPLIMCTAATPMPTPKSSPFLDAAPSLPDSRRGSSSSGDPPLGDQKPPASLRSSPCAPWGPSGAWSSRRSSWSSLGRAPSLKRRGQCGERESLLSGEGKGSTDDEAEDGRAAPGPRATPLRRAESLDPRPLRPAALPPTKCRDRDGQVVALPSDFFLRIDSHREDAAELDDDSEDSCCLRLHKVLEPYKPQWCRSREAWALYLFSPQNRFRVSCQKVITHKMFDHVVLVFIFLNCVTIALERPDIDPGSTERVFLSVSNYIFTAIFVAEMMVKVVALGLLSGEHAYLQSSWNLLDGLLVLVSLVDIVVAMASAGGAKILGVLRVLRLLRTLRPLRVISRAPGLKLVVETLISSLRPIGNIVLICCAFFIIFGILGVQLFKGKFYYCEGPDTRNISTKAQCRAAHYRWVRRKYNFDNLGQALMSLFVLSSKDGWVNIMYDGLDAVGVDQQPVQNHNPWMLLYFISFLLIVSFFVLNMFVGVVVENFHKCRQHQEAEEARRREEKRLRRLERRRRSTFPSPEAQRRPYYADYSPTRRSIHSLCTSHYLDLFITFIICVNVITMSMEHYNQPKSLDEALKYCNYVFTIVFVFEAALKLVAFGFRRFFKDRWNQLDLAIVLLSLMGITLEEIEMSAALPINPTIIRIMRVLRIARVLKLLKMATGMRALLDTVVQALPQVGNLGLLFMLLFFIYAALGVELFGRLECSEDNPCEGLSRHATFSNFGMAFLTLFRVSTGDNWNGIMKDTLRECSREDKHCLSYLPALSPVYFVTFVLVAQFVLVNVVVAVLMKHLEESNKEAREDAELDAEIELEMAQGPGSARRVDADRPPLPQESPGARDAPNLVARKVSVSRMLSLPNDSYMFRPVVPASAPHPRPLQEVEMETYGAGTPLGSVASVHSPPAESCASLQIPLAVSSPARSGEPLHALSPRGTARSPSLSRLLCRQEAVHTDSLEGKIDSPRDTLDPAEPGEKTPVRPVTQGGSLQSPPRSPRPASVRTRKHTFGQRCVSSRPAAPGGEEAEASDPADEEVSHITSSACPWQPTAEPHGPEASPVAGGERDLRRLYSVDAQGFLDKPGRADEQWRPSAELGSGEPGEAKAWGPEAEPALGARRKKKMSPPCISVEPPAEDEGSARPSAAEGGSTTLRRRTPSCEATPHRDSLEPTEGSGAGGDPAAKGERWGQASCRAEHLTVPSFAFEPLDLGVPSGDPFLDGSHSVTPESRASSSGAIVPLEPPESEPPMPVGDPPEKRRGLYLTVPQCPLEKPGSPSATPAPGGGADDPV
* hit, by the source's call. The list is partial (hit frequency here may not be typical).

SMILES	Cav32 inh
CCN(CC)C(=O)C(=O)N/N=C/c1cccc(Br)c1	-0.849
COc1cccc(OC)c1C(=O)Nc1cccc(C(C)=O)c1	0.246
CC12CCC(C(=O)N3CCN(C(c4ccccc4)c4ccccc4)CC3)(OC1=O)C2(C)C (stereo unspecified)	0.0363
CSc1nsc(SC)c1C(=O)Nc1ccc(C)cc1	-2.2
CCCCCn1c(Sc2ncccn2)nc2c1c(=O)[nH]c(=O)n2C	1.24
COc1cnn(C(C)(C)C)c(=O)c1Cl	1.74
Cc1nc(SCC#N)c2c(C)c(C)sc2n1	-0.111
CC1CCCc2sc3nc(N4CCN(CCO)CC4)n4ncnc4c3c21 (stereo unspecified)	0.226
CC(C#N)Sc1nc2ccccc2c(=O)n1-c1ccccc1 (stereo unspecified)	-2.39
CC(C)=C(NC(=O)c1ccccc1)C(=O)N1CCOCC1	1.2
Cc1cccc(-n2c(C)cc(/C=N/NC(=O)c3cccc([N+](=O)[O-])c3C)c2C)c1	-3.7*
COc1ccc(-n2ccc(-c3nn(-c4cccc(C(F)(F)F)c4)ccc3=O)n2)cc1	-4.39*
O=C(Nc1nc2ccc(Cl)cc2s1)c1ccc(Br)o1	-3.57*
O=C(O)c1cc(Cl)ccc1NC(=O)C1CCCO1 (stereo unspecified)	0.0835
CNc1sc(C(=O)c2ccc(F)cc2)c(N)c1-c1nc2ccccc2s1	-0.623
Cc1ccccc1NC(=O)c1ccc(CSc2ncccn2)cc1	0.634
O=C(O)C1CC=C(Cl)CC1C(=O)NCc1ccccc1 (stereo unspecified)	0.671
COc1ccc(C(=O)N2c3ccccc3C(=O)OC2c2ccc3c(c2)OCO3)cc1 (stereo unspecified)	-1.99
CC(=O)Nc1ccc(NC(=O)CCC(=O)NCCO)cc1	-0.431
CC[C@@H](C)[C@@H](C(=O)N1CCN(C(=O)OC(C)(C)C)CC1)n1cc(CCCN=C(NC(=O)OC(C)(C)C)NC(=O)OC(C)(C)C)nn1	-1.68
CC1(C)Cc2c(c(=S)nc(-c3ccccc3)n2CCN2CCOCC2)CO1	0.251
COc1ccc(CCNC2=C(Cl)C(=O)N(CCc3ccc(OC)c(OC)c3)C2=O)cc1OC	0.227
O=S(=O)(c1ccc2ccccc2c1)N1CCN(S(=O)(=O)N2CCCCC2)CC1	0.0236
COc1ccccc1-n1cnc2cc(NC(=O)c3ccco3)ccc21	-0.647
COc1cc(C2Nc3ccc4ncccc4c3C3=C2C(=O)CCC3)cc(OC)c1O (stereo unspecified)	0.922
SMILES	Cav32 inh
CCCCCOC(=O)CSc1nnc(-c2cc(OC)c(OC)c(OC)c2)o1	-0.879
O=C(NC1CCCCC1)N(Cc1nc2ccccc2c(=O)[nH]1)C1CCCCC1	-0.0663
N/C(=N\OC(=O)c1cccc2ccccc12)c1cccc([N+](=O)[O-])c1	0.268
O=C(Nc1ccc(S(=O)(=O)N2CCCCCC2)cc1)c1ccc(Br)o1	-3.15*
O=c1[nH]cnc2nc(-c3ccccc3)c(-c3ccccc3)nc12	1.73
O=C(c1ccccc1)c1ccc(OCCCN2CCCCC2)cc1	0.217
COc1ccccc1-n1c(C)nnc1SCC(N)=O	0.259
COCCNC(=O)C(c1ccc(C)o1)N(C(=O)c1snc(C(N)=O)c1N)c1ccc(C)c(C)c1 (stereo unspecified)	-1.75
CCCN1C(=O)/C(=C/c2ccco2)SC1=Nc1ccc(OC)cc1	0.0782
CCC(C(=O)Nc1cnccn1)c1ccccc1 (stereo unspecified)	-0.013
COc1ccc(-c2nc3c(c(=O)[nH]c(=O)n3Cc3ccccc3)n2C)cc1	0.419
CC1C/C(=N\NC(=S)NC(C)C)CC(C)(C)C1 (stereo unspecified)	-0.504
COc1ccc(S(=O)(=O)N(C)CC(=O)NC2CC2)cc1	0.495
O=C(Nc1ccc(-c2csc(Nc3ccc(Cl)cc3)n2)cc1)c1cccc(C(F)(F)F)c1	-0.0086
NC(=O)c1oc2ccc(Cl)cc2c1NC(=O)CN1CCOCC1	1.51
COC(=O)c1cc2occc2n1Cc1ccc(Cl)cc1	-1.47
O=C1CC(c2ccc(F)cc2)Cc2nc(N3CCN(c4ccccc4)CC3)ncc21 (stereo unspecified)	0.897
COCC(C)NC(=O)c1cc(-c2ccc(O)cc2)on1 (stereo unspecified)	0.0917
CC(C)(C)OC(=O)N1CC(O)CC1C(=O)OCC(=O)c1ccc(Cl)cc1 (stereo unspecified)	-0.297
COc1ccc(OCc2cnc(Cl)s2)cc1	0.286
CC(=O)Nc1cc2c(cc1C(=O)C(C)C)OCCO2	0.505
O=C(NCc1ccc2c(c1)OCO2)c1ccc(-c2ccc(Cl)cc2)o1	-2.68
O=C(c1ccccc1)n1ccn(-c2ccccc2)c1=S	-0.398
COc1cccc(-c2cc(C(=O)Nc3nc4ccccc4s3)c3ccccc3n2)c1	-1.56
Fc1ccc(C(c2nnnn2Cc2ccccc2)N2CCSCC2)cc1 (stereo unspecified)	-1.59

Grouped by structure, those above containing an NH in an aromatic ring
SMILES	Cav32 inh
CCCCCn1c(Sc2ncccn2)nc2c1c(=O)[nH]c(=O)n2C	1.24
O=C(NC1CCCCC1)N(Cc1nc2ccccc2c(=O)[nH]1)C1CCCCC1	-0.0663
O=c1[nH]cnc2nc(-c3ccccc3)c(-c3ccccc3)nc12	1.73
COc1ccc(-c2nc3c(c(=O)[nH]c(=O)n3Cc3ccccc3)n2C)cc1	0.419

The list continues:
SMILES	Cav32 inh
O=C(N/N=C/c1ccc([N+](=O)[O-])o1)c1cc(-c2ccncc2)nc2ccccc12	-1.35
CSc1ccc(/C=N/n2nnnc2N)cc1	-0.102
COc1ccc2oc(=O)c(-c3nc(C)cs3)cc2c1	-0.0222
CCOC(=O)N1CCN(S(=O)(=O)c2cc3c(cc2C)NC(=O)CO3)CC1	1.12
COc1ccc(OC)c(Nc2nc(N)nc(CSc3nnc(N)s3)n2)c1	-0.449
CCOc1ccc(-c2nnc(SCc3nc4ccccc4[nH]3)n2N)cc1	0.144
CCOC(=O)c1ccc(N2C(=O)C3CC=C(C)CC3C2=O)cc1 (stereo unspecified)	1.72
COc1ccc(-c2ccnc(SCC(=O)Nc3ccccn3)n2)cc1	-2.1
CC1(C)C(=O)Nc2ccccc2N1C(=O)COC(=O)C1CCCCC1	-5.59*
Fc1ccc(C2=NOC(c3nnc(-c4ccccc4)o3)C2)cc1 (stereo unspecified)	0.207
CC(C)=CCc1cc(-c2oc3cc(O)cc(O)c3c(=O)c2O)ccc1O	1.36
CCCc1cc(=O)[nH]c(SCc2ccc(Cl)cc2)n1	-0.445
O=C(CCN1C(=O)c2ccccc2S1(=O)=O)Nc1ccc2c(c1)OCCO2	0.12
NC(=O)N1CC(O)CC1C(=O)Nc1ccc(Cl)c(Cl)c1 (stereo unspecified)	-1.57
COC(=O)c1cc(OC)c(OC)cc1NC(=O)Cc1ccccc1[N+](=O)[O-]	-0.0726
CCSc1nncn1/N=C/c1ccc(OC)c(OC)c1	-0.463
CCCNc1nc(-c2cc(C(=O)Nc3ccccc3)on2)cc(C(C)C)n1	-1.22
Cc1nc(-c2ccc(Cl)cc2)sc1C1(C)CC(c2ccc(Cl)cc2)=NO1 (stereo unspecified)	-2.08
COc1ccc2nc(N3CCC(O)CC3)c(C#N)cc2c1	0.091
O=C1c2ccccc2C(=O)N1CC(=O)N1c2ccccc2CCc2ccccc21	1.44
COC(=O)C1=C2SC(C)C(=O)N2C(N)=C(C#N)C1c1ccc(OC)c(OC)c1 (stereo unspecified)	0.553
CCC(=O)NC(=S)Nc1cccc(NC(=O)c2ccccc2Cl)c1	-0.243
Oc1ccc(Cl)cc1-c1cc(-c2ccco2)[nH]n1	-0.34
COc1ccc(C(CC(=O)O)NC(=O)c2ccccc2[N+](=O)[O-])cc1 (stereo unspecified)	1.23
CCOc1ccc(-c2nnn(CC(=O)N3CCN(c4ccc(F)cc4)CC3)n2)cc1OCC	0.122

Quoted at random: 3 entries already listed
SMILES	Cav32 inh
O=C(N/N=C/c1ccc([N+](=O)[O-])o1)c1cc(-c2ccncc2)nc2ccccc12	-1.35
COc1ccc(-c2ccnc(SCC(=O)Nc3ccccn3)n2)cc1	-2.1
Fc1ccc(C2=NOC(c3nnc(-c4ccccc4)o3)C2)cc1 (stereo unspecified)	0.207

Additional compounds:
SMILES	Cav32 inh
CC(NC(=O)c1ccc(Br)s1)C1CCCO1 (stereo unspecified)	1.13
Cc1cc(OCC(=O)O)c2ccccc2n1	-0.308
Cc1cc(=O)[nH]c2n[nH]c(-c3ccccc3)c12	0.356
COc1cc(C(=O)Nc2c(C)cc(C)cc2C)c(-n2cnnn2)cc1OC	0.00436
COc1cc(S(=O)(=O)N2CCC(N3CCCCC3)CC2)ccc1-n1cnnn1	0.534
CC(C)OC(=O)CSc1nnc(CNc2cccc(Cl)c2)n1C	0.619
CCOCC(=O)Nc1nnc(COCC)s1	-0.161
C=CCc1ccccc1OCC(O)CN1CCN(C(=O)OCC)CC1 (stereo unspecified)	-0.302
CC(C)CNC(=O)C(=O)NNC(=O)C1CCCCC1	0.377
O=C(Nc1cccc2cccnc12)c1ccc2c(c1)OCCO2	-4.55*
O=C(Nc1ccccc1C(=O)O)c1ccc(Cl)c(S(=O)(=O)N2CCOCC2)c1	1.29
COc1ccccc1CNC(=O)CNC(=O)Cn1cnc2ccccc2c1=O	-0.849
C=CCNC(=O)c1onc(CCl)c1C(=O)OC	1.3
Cc1cccc(N2CC(=O)N(c3cccc(C)c3)CC2=O)c1	0.269
CCc1nnc(NC(=O)CSc2nnc(COc3ccccc3C)o2)s1	-0.016
CCOc1ccc(S(=O)(=O)N2CCC(C(N)=O)CC2)c2ccccc12	0.0529
c1ccc2c(-c3nnc(SCc4cn5ccccc5n4)o3)c[nH]c2c1	-0.588
Cc1cc(C)n(CCOC(=O)c2sc3ccccc3c2Cl)n1	-3.41
CC(=O)Nc1ccc2oc(-c3cc(F)c(F)cc3Cl)nc2c1	0.269
CC(C)NS(=O)(=O)c1ccc(CCC(=O)Nc2ccc3c(c2)OCO3)cc1	1.17
CCOc1ccccc1N1CCN(Cc2ccc(OC)c(OC)c2)CC1	0.0371
CCc1nnc(NC(=O)Cn2nnc(-c3ccccc3F)n2)s1	0.254
O=S(=O)(c1cccs1)N1CCC(Cc2ccccc2)CC1	0.0324
Cc1ccccc1NC(=O)c1ccc2snnc2c1	0.966
CCOc1ccc(C2=Nn3c(nnc3-c3cccnc3)SC2)cc1	0.625

Cav32 inh, what is marked active above.
SMILES	Cav32 inh
Cc1cccc(-n2c(C)cc(/C=N/NC(=O)c3cccc([N+](=O)[O-])c3C)c2C)c1	-3.7*
COc1ccc(-n2ccc(-c3nn(-c4cccc(C(F)(F)F)c4)ccc3=O)n2)cc1	-4.39*
O=C(Nc1nc2ccc(Cl)cc2s1)c1ccc(Br)o1	-3.57*
O=C(Nc1ccc(S(=O)(=O)N2CCCCCC2)cc1)c1ccc(Br)o1	-3.15*
CC1(C)C(=O)Nc2ccccc2N1C(=O)COC(=O)C1CCCCC1	-5.59*
O=C(Nc1cccc2cccnc12)c1ccc2c(c1)OCCO2	-4.55*

Carrying on.
SMILES	Cav32 inh
CC(=O)c1cccc(NC(=O)C2CCCCC2)c1	-0.0194
Cc1ccc2nc(NC(=O)COC(=O)CSc3nc(C)cc(C)n3)sc2c1	-0.0453
CC(C)(C)C(=O)OCCn1c(=O)c2cc3c(=O)n(CCOC(=O)C(C)(C)C)c(=O)c3cc2c1=O	1.34
CCCCCCN1CC(O)=C(c2nc3ccccc3[nH]2)C1=N	-1.38
Cc1ccc2[nH]c(=O)c(CN(Cc3ccco3)C(=O)c3ccncc3)cc2c1	0.184
CC1CCCN(C(=O)C2CCCN(S(=O)(=O)c3cccc4nsnc34)C2)C1 (stereo unspecified)	-1.04
O=C(Nc1ccc(Cl)cc1)c1ccsn1	-0.29
CCn1c(NCCc2ccc(OC)c(OC)c2)nc2c1c(=O)n(C)c(=O)n2C	-0.481
CCC/C(O)=C1\C(=O)CC(C)(C)CC1=NCCO	0.209
O=C(Nc1ccc(N2CCN(C(=O)c3ccccc3)CC2)c(Cl)c1)c1ccco1	-0.00876
C[C@H](NC(=O)c1nc[nH]c1C(=O)N1CCN(c2ccccc2)CC1)C(=O)OC(C)(C)C	0.778
c1csc(Cc2nn3c(-c4ccncc4)nnc3s2)c1	0.656
COc1ccc(Cl)c(Cn2c(NCC(C)O)nc3c2c(=O)n(C)c(=O)n3C)c1 (stereo unspecified)	2.15
COc1nc(N)c(S(=O)(=O)c2ccccc2)cc1C#N	0.637
Cc1cccc(N2CCN(C(=O)C(C)C)CC2)c1C	0.704
COc1cc(NC(=O)c2ccccc2)c(OC)cc1Cl	-0.762
COc1cc(-n2c(=O)c3ccccc3n(Cc3cccnc3)c2=O)cc(OC)c1OC	0.236
CC1CC(CC(C)C(=O)Nc2nncs2)C(=O)O1 (stereo unspecified)	0.255
COCCN(CCOC)S(=O)(=O)c1ccc(C(=O)Nc2nnc(C)o2)cc1	-0.0317
O=C(N/N=C/C=C/c1ccc2c(c1)OCO2)c1ccc([N+](=O)[O-])cc1	0.0485
CCCc1nnc(NC(=O)Cn2c(=O)sc3ccccc32)s1	0.662
CCOCCCNC(=S)N1C2CCC1CC(NC(=O)NC13CC4CC(CC(C4)C1)C3)C2 (stereo unspecified)	0.799
O=C(N/N=C/C=C/c1ccccc1)C(O)c1ccccc1 (stereo unspecified)	0.0438
CCOCCn1c(CN2CCOCC2)nc2c1c(=O)[nH]c(=O)n2C	-0.119
CC(=O)C1=C(C)NC(SCC(=O)c2ccc(-c3ccccc3)cc2)=C(C#N)C1c1cccnc1 (stereo unspecified)	-1.43
SMILES	Cav32 inh
O=C(N/N=C/c1ccc2cccc(OCc3ccccc3)c2n1)c1ccc(Cl)cc1	-0.745
O=C(Nc1cccc2nsnc12)C1CC(=O)N(c2ccccc2)C1 (stereo unspecified)	0.116
CCCS(=O)(=O)N1CCN(c2ccccc2F)CC1	0.75
CCCCCn1c(Br)nc2c1c(=O)n(CC(N)=O)c(=O)n2C	-0.26
Cc1ccc(Sc2ccc(N)cc2C#N)cc1	-2.1
NS(=O)(=O)c1ccc(Nc2nc(-c3ccc(O)cc3)cs2)cc1	0.00916
CCOc1ccccc1NC(=O)C1CCCN(S(=O)(=O)c2ccc(OC)c(C)c2)C1 (stereo unspecified)	-4.62*
